Screening data deposited in PubChem BioAssay by several laboratories.
BoNT-A LC inh2: inhibitors of Botulinum neurotoxin A light chain protease; multiplex microsphere protease substrate cleavage, flow cytometry; inhibition, % at 10 µM; actives 0.17% (n = 360,000); in the data active means inhibition above about 30%; inconclusive means no clear call, values can overlap the other calls; further: plate controls were buffer without enzyme for full effect and enzyme alone for no effect
Mtb UGM inh: inhibitors of M. tuberculosis UDP-galactopyranose mutase. inhibition, % at 10 µM. actives 0.06% (n = 320,000). P9WIQ1. purified UGM, fluorescence polarization probe displacement; in the data active means inhibition above about 10%, passing the limit was not always enough; inconclusive means no clear call, values can overlap the other calls
Target sequence (P9WIQ1 whole entry, looked up): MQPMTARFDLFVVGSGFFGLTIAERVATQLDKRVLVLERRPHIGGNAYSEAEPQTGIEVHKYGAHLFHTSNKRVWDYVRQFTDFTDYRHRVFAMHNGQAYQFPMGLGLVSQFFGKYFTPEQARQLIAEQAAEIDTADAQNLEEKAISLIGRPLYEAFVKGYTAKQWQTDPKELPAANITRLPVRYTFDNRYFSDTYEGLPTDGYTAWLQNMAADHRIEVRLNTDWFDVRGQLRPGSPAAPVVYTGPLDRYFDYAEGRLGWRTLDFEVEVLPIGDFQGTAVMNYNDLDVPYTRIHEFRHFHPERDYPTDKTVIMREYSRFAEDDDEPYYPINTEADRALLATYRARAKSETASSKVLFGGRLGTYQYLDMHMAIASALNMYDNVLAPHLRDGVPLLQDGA
BioA inh: BioA (M. tuberculosis) enzyme inhibition. inhibition, % at 9.99 µM. purified M. tuberculosis BioA enzyme, plate reader. actives 0.096% (n = 360,000); in the data active means inhibition above about 40%; inconclusive means no clear call, values can overlap the other calls
CCHF vOTU inh: CCHFV vOTU protease inhibition; actives 0.55% (n = 370,000); Pep-AMC fluorescence; inhibition, % at 11.5 µM; further: 0% = vehicle wells with enzyme and 100% = no enzyme wells
PrPC surface inh: reduces human prion protein on the cell surface. inhibition, % at 13.8 µM. actives 0.43% (n = 370,000). cell surface PrPC, TR-FRET read-out. P04156; in the data active means inhibition above about 24%; further: 0% = median of the test wells and 100% = reference compound wells
FBA Mtb inh: inhibits M. tuberculosis FBA enzyme; P9WQA3; purified M. tuberculosis FBA, fluorescence read-out; inhibition, % at 1 µM; actives 2.3% (n = 360,000); in the data active means inhibition above about 27%;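 further: 0% = vehicle and 100% = reference inhibitor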
Target sequence (P9WQA3 whole entry, looked up): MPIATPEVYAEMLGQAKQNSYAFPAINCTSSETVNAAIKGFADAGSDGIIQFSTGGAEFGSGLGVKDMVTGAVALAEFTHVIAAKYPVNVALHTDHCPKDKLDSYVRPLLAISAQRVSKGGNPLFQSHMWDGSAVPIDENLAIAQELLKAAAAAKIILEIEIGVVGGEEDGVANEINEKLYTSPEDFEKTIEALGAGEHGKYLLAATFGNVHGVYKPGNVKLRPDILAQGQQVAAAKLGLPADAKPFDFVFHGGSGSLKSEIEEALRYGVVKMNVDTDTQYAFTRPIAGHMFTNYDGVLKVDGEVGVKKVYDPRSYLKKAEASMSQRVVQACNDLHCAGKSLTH
GDH-TPI inh: counter-screen for M. tuberculosis FBA inhibitors: GDH-TPI coupled enzymes; actives 1.2% (n = 360,000); GDH-TPI coupled enzyme counterscreen, NADH absorbance; inhibition, % at 4.8 µM;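 further: 0% = DMSO wells and 100% = wells lacking the enzyme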
BoNT F protease: blocks Botulinum neurotoxin F light chain protease; actives 0.22% (n = 360,000); Multiplex microsphere protease cleavage assay, flow cytometry; AID 588497; inhibition, % at 10 µM; in the data active means inhibition above about 35%, passing the limit was not always enough; inconclusive means no clear call, values can overlap the other calls; further: plate controls were buffer without enzyme for full effect and enzyme alone for no effect
FadD28 binding: inhibitors of Mycobacterium tuberculosis FadD28 bisubstrate binding. actives 0.22% (n = 360,000). inhibition, % at 12.5 µM. FadD28 bisubstrate probe binding, fluorescence polarization; in the data active means inhibition above about 8.5%, passing the limit was not always enough; inconclusive means no clear call, values can overlap the other calls
The depositor's hits bear a star; ? = inconclusive; / = not tested or not shown. Unless noted, no stated cut-off is given here; in the data, active means inhibition above about 30%; inactive means the rest.

SMILES	BoNT-A LC inh2	Mtb UGM inh	BioA inh	CCHF vOTU inh	PrPC surface inh	FBA Mtb inh	GDH-TPI inh	BoNT F protease	FadD28 binding
CN(C)C(=O)c1ccc(Cl)cc1[N+](=O)[O-]	-0.2	-2.2	/	-4.8	-3.1	0.3	-12.2	2.1	-3.7
O=C1CN(C(=S)Nc2ccccc2Cl)CCN1	0.1	-2.2	-1.2	6.7	-3.3	0.6	-1.2	2.9	-2.8
CCc1noc(C)c1C(=O)N(C)CC(=O)Nc1ccc(Cl)c(Cl)c1	2.0	0.4	/	-8.2	4.5	7.2	5.8	5.4	-1.5
CC1Nc2nc(N(C)C)[nH]c(=O)c2NC1C (configuration not stated)	1.6	-2.6	/	-28.0	-7.0	23.3	8.9	21.7	2.5
CCOc1ccccc1N1CC(C(=O)Nc2ccc(S(=O)(=O)N3CCCCC3)cc2)CC1=O (configuration not stated)	3.2	0.7	-0.1	4.2	-0.6	-2.3	5.0	0.7	-4.1
COc1cc2c(cc1OC)C(NC(=O)C(F)(F)F)C/C2=N\O (configuration not stated)	-0.5	/	/	-5.9	2.2	-0.5	-3.7	-5.2	0.2
CCN(CC)CCCNc1ccc2ncn3c4ccc(O)cc4c(=O)c1c23	3.1	/	/	18.4	-16.0	-1.7	7.8	-57.1	0.4
CCO[C@@H]1c2c(ccc3ccc(=O)oc23)OC(C)(C)[C@H]1O	-0.5	-0.9	0.0	-33.1	4.0	55.6*	17.0	0.8	-2.1
N#Cc1ccc(-c2cccnc2)nc1SCC(N)=O	1.1	-2.0	1.7	-8.7	-0.1	19.7	21.4	-2.9	-0.7
COc1ccccc1NC(=O)/C(N=Nc1ccc(C)c(S(=O)(=O)Nc2ccccc2Cl)c1)=C(\C)O	-0.2	-4.0	-0.7	4.8	-1.2	-0.7	-4.7	-6.2	-3.2
Cn1c(SCC(=O)c2ccc3c(c2)Cc2ccccc2-3)nnc1-c1cccc(N)c1	0.1	-1.8	/	-8.3	3.4	-1.7	9.9	0.2	-2.9
CC(C)c1ccc(NC(=O)c2cc(S(=O)(=O)N3CCCC3)c[nH]2)cc1	-0.9	3.1	1.4	4.0	-1.9	3.0	-1.4	-9.0	-1.7

Copied from the list.
CCN(CC)CCCNc1ccc2ncn3c4ccc(O)cc4c(=O)c1c23 in FBA Mtb inh = -1.7
N#Cc1ccc(-c2cccnc2)nc1SCC(N)=O in PrPC surface inh = -0.1
CC1Nc2nc(N(C)C)[nH]c(=O)c2NC1C (configuration not stated) in FadD28 binding = 2.5

Remaining list, next part.
SMILES	BoNT-A LC inh2	Mtb UGM inh	BioA inh	CCHF vOTU inh	PrPC surface inh	FBA Mtb inh	GDH-TPI inh	BoNT F protease	FadD28 binding
O=C(NCC1CCCN(Cc2ccc3c(c2)OCCO3)C1)c1ccc2c(c1)OCO2 (configuration not stated)	/	-1.4	-1.0	-5.8	-8.3	-1.4	9.4	/	-1.1
O=C(O)c1ccccn1	-0.8	-1.8	-1.6	-8.7	2.6	-2.8	-3.6	-3.2	-2.1
Cn1nnnc1SCC(=O)N1CCN(S(=O)(=O)c2ccc(Cl)cc2)CC1	0.8	-0.4	/	0.3	6.1	-0.4	8.0	2.8	-0.6
COC(=O)CNC(=O)CSc1nc2sccc2c(=O)n1-c1ccccc1	-0.6	-4.3	0.8	4.6	-3.3	2.4	-3.9	-2.0	-2.3
Cc1cc(=O)oc2cc(NC(=O)Cc3ccccc3[N+](=O)[O-])ccc12	0.1	-1.5	-0.3	-77.8	6.8	63.1*	12.7	?	-2.0
COc1ccc(-n2c(C)cc(/C=C3\C(=N)N4N=C(CC(=O)N5CCOCC5)SC4=NC3=O)c2C)c(OC)c1	-1.3	3.0	-0.4	20.3	2.8	-4.2	29.3	0.0	-0.1
CCOc1ccc2c(=O)c(Oc3ccccc3OCC)coc2c1	-1.0	-0.5	3.7	18.4	3.7	-0.9	3.5	-5.2	-1.8
O=C(NN1CC(C(=O)OCc2ccc(Br)cc2)CC1=O)c1ccccc1 (configuration not stated)	-3.7	-0.6	-0.7	-1.9	2.8	3.1	5.6	-6.5	-1.0
S=c1[nH]nc(Cc2ccccc2)n1-c1ccccc1	?	-1.0	2.1	-1.8	-2.6	1.4	-1.0	1.1	-3.1
CCOC(=O)N1CCC(NC(=O)c2cc3c(C)nc4ccccc4c3o2)CC1	-0.4	1.2	-1.4	-3.6	-1.3	2.6	-2.4	1.8	-5.5
CCOc1ccc(CN2CCN(Cc3cc4ccccc4[nH]3)CC2CCO)cc1 (configuration not stated)	8.3	/	0.7	-2.2	-3.9	-0.5	0.3	-1.3	-1.0
N#Cc1ccc(-c2nc3cc(Cl)ccc3c(=O)n2O)cc1	-0.4	1.6	1.3	-8.5	-3.9	2.0	10.8	0.0	-2.4
Cn1ncc([N+](=O)[O-])c1C(=O)Nc1ccccc1C#N	-0.4	/	-0.9	-76.8	-0.8	-2.5	6.2	-6.3	-2.9
CCCCc1nc(SCC(=O)Nc2nnc(CCCC)s2)n[nH]1	-0.1	-0.4	/	-3.6	5.3	-2.4	-1.3	-1.9	-0.3
O=C(CCSCc1ccc(Cl)cc1)NCc1cccs1	-0.8	1.9	/	-1.4	-0.9	2.0	0.0	-2.4	-0.5
O=C(Nc1ccccc1N1CCOCC1)c1cc2c(s1)CCCCC2	-0.2	-3.6	/	-8.9	-5.3	2.4	8.1	-1.4	-1.3
CC(OC(=O)c1ccco1)C(=O)NC1CCCC1 (configuration not stated)	-2.2	2.5	0.0	-5.3	4.0	1.2	-3.7	-24.1	1.4
O=C(N/N=C/c1cccs1)c1ccc2ncccc2c1	0.1	2.3	/	-4.3	0.6	0.8	18.0	0.7	-3.3
CCOC(=O)C1(C)CCN1C(=O)c1ccccc1Br (configuration not stated)	-0.1	/	-2.3	13.9	5.3	-2.5	7.1	3.1	-4.8
N/C(=N\OC(=O)C12CC3CC(CC(C3)C1)C2)c1ccncc1	5.7	-0.9	0.6	-8.6	-0.7	5.0	9.0	?	-3.1
O=C(NC1CCCCC1)C(c1ccccn1)N(C(=O)c1csnn1)C1CC1 (configuration not stated)	-1.3	-1.5	/	-3.6	6.0	0.2	-1.3	-3.5	-0.3
CN(C(=O)Cn1c(=O)oc2ccccc21)C1CCCCC1	-0.3	-0.4	-0.3	-1.2	5.9	0.2	-5.5	-2.2	-3.7
Nc1nnc(-c2ccc(Cl)c(Cl)c2)s1	0.1	0.6	-2.4	3.7	3.5	10.6	0.9	2.6	-7.2
COc1ccccc1-n1c(C)nc2cc(C(=O)O)ccc21	-0.6	-2.8	-0.8	2.9	4.4	1.3	-1.8	-1.6	0.0
CCOC(=O)c1ccc(-n2ccnc2)c(NC(=O)c2ccc(Cl)cc2)c1	-0.7	-3.3	-1.3	-5.2	7.0	1.4	8.7	6.6	-3.3
Cc1cc(NC(=O)CSC2=NS(=O)(=O)c3ccccc3N2)no1	0.5	-0.5	0.1	3.9	7.3	1.2	1.4	-8.3	-3.8
CC(=O)SCC[N+](C)(C)C	-0.6	3.8	-1.5	-0.2	8.6	-3.8	4.3	1.1	-3.5
COc1ccc(NC(=O)c2cc(-c3ccc(C)cc3)on2)cc1OC	0.6	-3.1	-1.0	1.2	1.0	-0.7	5.4	?	-1.1
CC(=O)Nc1c2c3c(cccc3n(C)c1=O)C(=O)c1ccccc1-2	1.3	0.9	/	21.1	-78.9	1.6	17.4	-7.0	1.1
CCCCOc1ccc(C(=O)NCC(=O)N2CCN(C/C=C/c3ccccc3)CC2)cc1	-0.3	/	1.1	3.3	-6.1	0.1	-3.1	-3.9	-0.8
COc1ccc(NC(=O)CN2CCc3ccccc3C2)c(OC)c1	-1.2	-2.1	-0.8	14.4	5.9	1.2	17.4	-12.5	0.7
COC(=O)NCC(c1ccc2c(c1)OCO2)N1CCN(c2ccc(OC)cc2)CC1 (configuration not stated)	-1.5	-2.3	3.4	-3.7	5.1	1.9	0.0	-2.9	0.5
CNc1ccccc1C(=O)OC(C)C(=O)Nc1ccc(Cl)cn1 (configuration not stated)	9.9	1.5	0.8	-45.7	24.9*	112.1*	21.6	10.7	-2.5
C=CCNC(=O)N[C@@H](Cc1ccccc1)C(=O)OC	7.3	1.6	-0.3	-10.5	3.5	0.3	22.8	?	-1.5
COc1ccc(CCNc2ncnc3[nH]ncc23)cc1OC	-0.5	2.7	0.2	6.0	7.3	6.1	1.5	-21.2	-2.8
CCc1ccc2[nH]c(=O)c(CN(Cc3ccco3)S(=O)(=O)c3ccc4c(c3)OCCO4)cc2c1	-0.7	4.9	/	-15.0	2.6	0.8	-3.6	0.3	-2.5
O=C(CSc1c2c(nc3ccccc13)CCC2)N1CCCC1	-0.7	1.6	/	5.8	0.6	1.2	2.6	-3.2	-2.1
O=C(NC1CCCCC1)N1CCSC1=Nc1ccccc1	-1.4	-2.0	-0.2	1.2	-5.8	-0.7	0.0	-10.0	-0.2
Cn1c(=O)n(CC(=O)NCc2cccnc2)c2ccccc21	-2.3	2.1	-0.3	2.1	-7.3	-0.3	6.5	-3.0	-0.4
COc1cccc(Oc2c(C)oc3c(CN4CCOCC4)c(O)ccc3c2=O)c1	-0.9	/	-0.2	-30.8	-1.0	141.7*	22.8	-2.1	-2.1
CCOc1ccc(C)cc1S(=O)(=O)n1ccnc1	-0.2	0.4	-0.7	7.6	-2.3	-0.9	-4.8	?	1.4
CNC(=O)/C(C#N)=c1\s/c(=C/C(=O)OC)c(=O)n1-c1ccccc1	-0.3	1.0	-0.4	-15.7	-10.4	-2.8	20.2	0.1	-2.8
Cn1c(CCNC(=O)c2cccs2)n[nH]c1=S	0.8	2.4	/	-6.0	0.8	-0.3	-0.4	4.6	-1.4
CC#C[C@]1(O)CC[C@H]2[C@@H]3CCC4=CC(=O)CCC4=C3[C@@H](c3ccc(N(C)C)cc3)C[C@@]21C	-0.4	2.4	1.4	5.2	3.9	-2.4	7.8	-5.6	-2.6
Cc1cc(-n2nc3ccccc3n2)c(O)c([N+](=O)[O-])c1	-3.1	0.6	-0.3	-3.0	-4.5	-2.1	1.5	-20.0	-2.0
COC(=O)c1c(C)n(Cc2ccc3c(c2)OCO3)c2ccc(O)cc12	-0.6	-2.1	2.8	-2.8	17.7	1.6	13.0	-9.6	-1.5
CCn1c(COc2c(C)cccc2C)nnc1SCc1nc2ccccc2c(=O)[nH]1	-0.9	-1.2	-0.3	0.7	1.2	-2.0	-2.2	0.5	0.7
Cc1cc(C(=O)CN2C(=O)C(=O)N(Cc3ccccc3)C2=O)c(C)n1-c1ccccc1F	-0.7	0.9	/	1.9	-1.4	5.8	-3.2	-4.1	0.3
CCOc1cc(C(=S)N2CCOCC2)ccc1OS(=O)(=O)c1ccccc1	0.2	2.8	-1.1	8.3	-3.7	-1.9	5.9	-2.8	-1.9
CC(=O)c1cc(CN2CCN(C3CCN(C(C)C)CC3)C(CCO)C2)cs1 (configuration not stated)	1.1	-2.0	/	-3.5	-0.8	0.5	10.4	2.0	1.0
Cn1nc(C(C)(C)C)cc1C(=O)N1CCCCC1c1cc(C(=O)Nc2ccc3c(c2)OCO3)no1 (configuration not stated)	-0.2	/	1.4	4.0	8.8	0.4	5.6	-2.0	-0.9
O=C(Nc1nccs1)c1ccc(COc2ccc(F)cc2)o1	-0.3	4.1	-1.3	3.4	10.0	-0.8	10.4	-1.5	0.1
CCC(C(=O)N/N=C(\C)c1cccnc1)c1ccccc1 (configuration not stated)	/	1.0	2.1	1.3	-2.0	0.0	7.0	/	-1.7
Cn1cccc1Cc1nnc(SCC(=O)N2CCN(c3ccccc3)CC2)n1-c1ccc(F)cc1	?	-5.5	1.3	-10.9	0.5	-2.7	8.6	-2.9	-1.7
Clc1ccc(CSc2nnc(-c3ccccn3)n2Cc2ccco2)c(Cl)c1	-1.0	0.7	-1.7	10.0	-1.3	-6.0	-2.2	-9.6	-7.1

Results in BoNT-A LC inh2 and GDH-TPI inh, for some of the entries so far:
compound | BoNT-A LC inh2 | GDH-TPI inh
CC(=O)c1cc(CN2CCN(C3CCN(C(C)C)CC3)C(CCO)C2)cs1 (configuration not stated) | 1.1 | 10.4
O=C(Nc1nccs1)c1ccc(COc2ccc(F)cc2)o1 | -0.3 | 10.4
